AmpC detergent – qHTS Inhibitors of AmpC Beta-Lactamase (assay with detergent); P00811; AID 485294, 2010; Potency, µM (doses to about 114 µM), without a hit: at the highest dose activity change, negative = inhibition, actives largely listed as inhibitors; AmpC hydrolysis of nitrocefin, absorbance 480 nm, 0.01% Triton; actives 0.041% (n = 370,000);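 also: potency is read from the fitted curve at half-maximal effect; 0% = no-compound wells and -100% = no-enzyme wells; nearly all actives have a fitted effect of over 25% in size; some results filed as inactive show a strong effect at the top dose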
Target sequence (P00811 whole entry, looked up): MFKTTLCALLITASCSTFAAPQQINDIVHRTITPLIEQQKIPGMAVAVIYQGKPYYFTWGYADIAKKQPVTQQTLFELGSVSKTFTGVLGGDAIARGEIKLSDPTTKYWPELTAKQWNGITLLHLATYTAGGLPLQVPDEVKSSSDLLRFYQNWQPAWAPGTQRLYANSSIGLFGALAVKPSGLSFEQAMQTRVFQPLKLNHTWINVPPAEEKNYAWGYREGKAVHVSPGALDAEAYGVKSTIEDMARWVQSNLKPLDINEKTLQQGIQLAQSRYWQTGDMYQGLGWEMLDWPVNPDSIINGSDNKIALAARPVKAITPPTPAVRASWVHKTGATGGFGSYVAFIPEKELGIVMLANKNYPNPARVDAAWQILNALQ
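AmpC (5.3 nM in the dispensed reagent) in 20 mM phosphate pH 7.0 with 0.01% (detergent screen) or 0.0001% Triton X-100 was preincubated with compounds for 15 min at room temperature. Nitrocefin was then added from an 800 uM solution, and hydrolysis was followed at 480 nm.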
AmpC inh no detg – qHTS Inhibitors of AmpC Beta-Lactamase (assay without detergent). P00811. AmpC nitrocefin hydrolysis, absorbance 480 nm, 0.0001% Triton. Potency, µM (highest dose often 57.1 µM), without a hit: top-dose activity change, negative = inhibition, hits mostly inhibitors. actives 0.52% (n = 330,000). AID 485341, 2010;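 also: potency is read from the fitted curve at half-maximal effect; plate controls were no compound for no effect and no enzyme for full effect; nearly all actives have a fitted effect of over 20% in size; some results filed as inactive show a strong effect at the top dose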
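AmpC (5.3 nM in the dispensed reagent) in 20 mM phosphate pH 7.0 with 0.01% (detergent screen) or 0.0001% Triton X-100 was preincubated with compounds for 15 min at room temperature. Nitrocefin was then added from an 800 uM solution, and hydrolysis was followed at 480 nm.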
HCV inh – qHTS Assay for Inhibitors of Hepatitis C Virus (HCV) | Huh7.5.1 HCVcc-Cre infection, luciferase reporter, 44 h | Potency, µM (top dose mostly 41.8 µM), for the others: at the top dose activity change, negative = inhibition, most hits filed as inhibitors | actives 3.4% (n = 340,000) | AID 651820, 2012; also: potency is read from the fitted curve at half-maximal effect
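Infectious HCVcc-Cre (~0.5 moi) was added to cells just after compound, with cells seeded 4 h earlier at 1,000 per well. Luciferase activity after 44 h culture reported infection; substrate was incubated 15 min at room temperature before reading.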
HCMV antiviral – qHTS Assay for inhibitors of the human cytomegalovirus (HCMV). HFF cells, HCMV-luciferase reporter, 72 h; stronger effect = lower value. actives 4.5% (n = 410,000). activity change, negative = inhibition, % at 57.5 µM; in the data active = activity change below about -60%; inconclusive = no clear call, values can overlap the other calls; inactive = above about -39%
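Screen run at 2 compound doses on HFFs infected with reporter HCMV, MOI 1 PFU/cell. Luciferase activity from cell lysates at 72 h post infection gave inhibition relative to buffer-only and Salinomycin wells.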
TbPYK inhibitor – qHTS of Trypanosoma Brucei Inhibitors; Potency, µM (highest dose often 76.8 µM), for the others: at the highest dose activity, negative = inhibition, most hits filed as inhibitors; actives 0.12% (n = 410,000); AID 624173, 2012; pyruvate kinase (Trypanosoma brucei), Q57TT1; TbPYK enzyme, Kinase-Glo Plus ATP luminescence, 45 min; also: potency is read from the fitted curve at half-maximal effect; nearly all actives have a fitted effect of over 50% in size
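Quantitative HTS: titrated library compounds versus trypanosomal pyruvate kinase in TEA buffer (pH 7.2) containing KCl, MgCl2, BSA and Tween-20. Reactions were initiated with ADP, 130 uM final. Kinase-Glo Plus luminescence was read after 45 min at RT.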
AMA1-RON2 inh – qHTS for Inhibitors of AMA1-RON; Towards Development of Antimalarial Drug Lead: Primary Screen; actives 0.2% (n = 360,000); Potency, µM (top dose mostly 58.2 µM), for the others: at the top dose activity change, negative = inhibition, hits mostly inhibitors; Plasmodium falciparum AMA1 (3D7) - RON2 peptide interaction; AlphaScreen AMA1-biotinylated RON2 peptide binding;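 also: potency is read from the fitted curve at half-maximal effect; 0% = vehicle wells and -100% = peptide control; nearly all actives have a fitted effect of over 45% in size; some results filed as inactive show a strong effect at the top dose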
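AMA1 (3D7) with his tag at 25 nM final met compounds first, then biotinylated RON2 peptide at 25 nM; detection used donor plus acceptor beads, 10 µg/mL apiece, read by AlphaScreen after 30 min at room temperature.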
LmPK inh – qHTS Assay for Inhibitors of Leishmania Mexicana Pyruvate Kinase (LmPK) | Q27686 | Potency, µM (series often up to 57.5 µM), for the others: at the highest dose activity change, negative = inhibition, usual class: inhibitors | purified LmPK, Kinase-Glo ATP luminescence, 1 h | actives 0.37% (n = 290,000); also: potency is read from the fitted curve at half-maximal effect
Target sequence (Q27686 whole entry, looked up): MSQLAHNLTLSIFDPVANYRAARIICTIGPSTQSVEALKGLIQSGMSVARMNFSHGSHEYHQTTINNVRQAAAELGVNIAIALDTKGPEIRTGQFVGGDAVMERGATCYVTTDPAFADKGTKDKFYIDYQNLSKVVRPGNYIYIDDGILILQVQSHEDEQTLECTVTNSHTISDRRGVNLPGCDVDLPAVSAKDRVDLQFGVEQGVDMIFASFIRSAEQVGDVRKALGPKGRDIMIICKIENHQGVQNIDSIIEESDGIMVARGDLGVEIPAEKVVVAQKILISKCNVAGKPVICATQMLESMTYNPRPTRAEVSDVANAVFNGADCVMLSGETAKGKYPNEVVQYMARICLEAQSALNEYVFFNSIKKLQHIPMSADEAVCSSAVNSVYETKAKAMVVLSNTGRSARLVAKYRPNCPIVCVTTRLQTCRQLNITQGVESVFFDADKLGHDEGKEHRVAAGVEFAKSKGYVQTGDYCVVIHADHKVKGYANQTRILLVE
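Purified LmPK (0.1 nM) with 0.5 mM PEP and 0.1 mM ADP in imidazole buffer pH 7.2 with MgCl2/KCl, 1 h at room temperature. ATP formed was read by luciferase luminescence and normalized to no-enzyme and uninhibited controls.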
An asterisk follows results filed as active; ? = inconclusive; nt = no result given; & = joins results of further samples; [ ] = another dose, or the depositor's remark. Unless noted, calls follow the shape of the dose curve; as a rule, active = well fitted curve in the direction sought with a large enough effect; inconclusive = small, poorly fitted or top-dose-only effect, or another doubt; inactive = no such curve, though single readings can be large; an effect the other way counts as inactive or inconclusive. Unless noted, % is scaled to controls: 0 for no effect and ±100 for the full control effect. The order is random, and some 7.5% of all compounds hit somewhere here.

SMILES	AmpC detergent	AmpC inh no detg	HCV inh	HCMV antiviral	TbPYK inhibitor	AMA1-RON2 inh	LmPK inh
Cn1c(=O)c2cc(S(=O)(=O)N3CCN(c4cccc(C(F)(F)F)c4)CC3)ccc2n(C)c1=O	?	-16%	19%	12	-3%	0%	5%
CCOC(=O)c1ccccc1NC(=O)c1ccccc1SC	1%	-28%	?	-10	?	7%	1%
O=C(CSc1nnc(COc2ccc(Br)cc2)o1)N1CCOCC1	-2%	44%	19%	-21	-3%	-1%	11%
COc1ccc(NC(=S)N(CCN(C)C)C(C)c2ccncc2)cc1Cl (stereo not drawn)	4%	11%	?	-12	-9%	5%	6%
COc1ccccc1CN1CCCC(N2CCN(c3ccccc3OC)CC2)C1 (stereo not drawn)	?	-15%	-3%	59	4%	6%	-1%
O=C(/C=C/c1ccc(OCc2c(F)cccc2Cl)cc1)N1CCOCC1	0%	193%[activator]	5%	-86*	6%	-2%	3%
COc1ncnc(OC)c1NC(=O)c1ccc(F)cc1	-11%	-16%	10%	7	3%	-14%	0%
Cc1nc2cc(-c3cccc(F)c3)nn2c(C)c1CCC(=O)NC1CCCCC1	1%	nt	nt	-39	1%	nt	nt
CC1Nc2ncnc(N3CCOCC3)c2N(Cc2ccccc2)C1=O (stereo not drawn)	0%	33%	5%	-12	1%	-1%	nt
C=CCN1C(=O)C(Cc2ccc(OCC)cc2)S/C1=N\N=C\c1cccs1 (stereo not drawn)	?	-13%	?	30	-4%	-4%	0%
O=C(NCC(c1ccco1)N1CCCCC1)c1ccc(S(=O)(=O)Nc2ccccc2Cl)cc1 (stereo not drawn)	nt	-6%	-6%	-21	-16%	3%	nt
CN(CC(=O)Nc1ccc(Cl)c(C(F)(F)F)c1)C(=O)Cc1n[nH]c(=O)c2ccccc12	-16%	61%[activator]	?	-73*	-4%	-1%	nt
COc1ccc(NC(=O)N(C)C[C@H]2Oc3c(NC(=O)Nc4ccc5c(c4)OCO5)cccc3C(=O)N([C@H](C)CO)C[C@@H]2C)cc1	nt	257%[activator]	-13%	41	-1%	-5%	nt
Cc1cc(C)c(C)c(S(=O)(=O)Nc2ccccc2C(=O)O)c1C	-14%	-3%	-4%	5	-13%	-8%	0%
COc1ccc(C)cc1S(=O)(=O)N1CCc2ccccc2C1	-11%	-18%	-2%	-17	1%	-7%	-2%
CNS(=O)(=O)c1ccc2c3c(cccc13)C(=O)N2	-18%	-15%	22%	-4	-1%	13%	0%
CCc1noc(C)c1C(=O)NC1CCCc2c1cnn2-c1ccc(C(C)(C)C)cc1 (stereo not drawn)	?	-9%	?	17	-5%	4%	0%
C[C@H](CO)N1C[C@H](C)[C@@H](CN(C)C(=O)Nc2ccc(C(F)(F)F)cc2)Oc2c(NS(=O)(=O)c3ccccc3)cccc2C1=O	nt	194%[activator]	10%	-6	-1%	-6%	nt
COc1ccc(CC(=O)Nc2c3c(nn2C(C)(C)C)CS(=O)C3)cc1 (stereo not drawn)	?	-15%	20%	-6	0%	0%	9%
Cc1ccc(-c2nc(NCCN(C)C)c3ccccc3n2)cc1	-8%	0%	-25%	24	-3%	-24%	0%
CN1C(=O)N(C)C(c2ccccc2Cl)C2=C1CC(C)(C)CC2=O (stereo not drawn)	-4%	4%	-1%	-30	4%	2%	1%
COC(=O)c1ccccc1N/C=C/C(=O)c1ccc(Br)cc1	?	-53%	0%	71	-22%	-5%	-5%
Cc1cc(C)cc(NC(=O)CCS(=O)(=O)c2ccc3c(c2)oc(=O)n3C)c1	-3%	nt	nt	-1	1%	nt	nt
Cc1noc(C(F)(F)F)c1C(=O)NNC(=O)c1cccc(C(F)(F)F)c1	-7%	-7%	0%	19	-1%	120%[activator]	-2%
O=C(NC1CCN(S(=O)(=O)c2ccccc2)CC1)c1ccc(F)cc1	-4%	4%	7%	-14	8%	-4%	-2%
O=C(NCc1ccc2c(c1)OCO2)c1ccc(NS(=O)(=O)c2ccc3c(c2)OCCO3)cc1	?	-36%	-23%&17%	-32	-3%	33%	1%
Cc1ccc(NC(=O)CSCC(=O)Nc2ccccc2C(=O)N2CCCCC2)cc1	-15%	-1%	5%	-9	0%	47%[activator]	nt
CCCCn1c(N)c(N(CCOC)C(=O)C2CCN(C(=O)c3ccc(Cl)cc3)CC2)c(=O)[nH]c1=O	0%	-8%	8%	11	-2%	5%	nt
COc1ccccc1CNC(=O)Nc1nc(C(N)CCc2ccccc2)cs1 (stereo not drawn)	nt	nt	nt	-8	-1%	35%[activator]	nt
C[C@H]1COC(=O)[C@H](CC(=O)OC(C)(C)C)C/C=C\C[C@@H](CC(=O)N[C@@H](CO)Cc2ccccc2)C(=O)N1	nt	194%[activator]	-7%	-15	2%	-1%	nt
O=C1NC[C@@H](CCCCN2C[C@H](Cc3ccc(O)cc3)N(CCc3ccccc3)C(=O)C2=O)N(CCc2ccccc2)C1=O	nt	nt	nt	-31	-2%	-16%	nt
CCOc1nc(C)cc(C)c1S(=O)(=O)c1cccc(Cl)c1	9%	1%	-20%	5	-5%	30%[activator]	7%
CC(C)(Oc1ccc(Cl)cc1)C(=O)OCC(=O)Nc1ncc(Cl)cc1Cl	3%	-3%	14%	33	-22%	-6%	0%
CCC(C)C(NC(=O)C1CCC(C)CC1)C(=O)Nc1ccc(OC)cc1OC (stereo not drawn)	1%	-25%	-18%	?	3%	6%	-1%
C/C(CCc1ccc2c(c1)OCO2)=N\NC(=S)NC(C)C	4%	-33%	-7%	-36	-1%	50%[activator]	8%
COc1ccc(C)cc1S(=O)(=O)Nc1cccc(-c2ccc(N3CCCC3)nn2)c1	14%	nt	nt	16	3%	nt	nt
CSc1ccc(/C=N/NC(=O)c2cccs2)cc1	-6%	-40%	0%	55	-15%	26%	-10%
CCOC(=O)C[C@H]1c2cc(F)ccc2S(=O)(=O)N1c1cccc(OC)c1	nt	nt	?	24	-1%	8%	nt
Cc1cccc(C)c1OCC(=O)Nc1ccccc1C(F)(F)F	6%	2%	3%	50	2%	-7%	2%
O=C(/C=C/c1ccc(Cl)cc1)NCc1ccncc1	2%	-13%	-5%	-15	-1%	-12%	-1%
Cc1ccc(NC(=O)CCn2cnc3ccccc3c2=O)cc1	?	-3%	-11%	-14	5%	-17%	-2%
COc1ccc(NC(=O)CN(C)S(=O)(=O)c2ccc3c(c2)CC(C)N3C(C)=O)c(OC)c1 (stereo not drawn)	-8%	3%	?	-29	1%	1%	6%
CC(C)(C)n1nnnc1C(c1cccnc1)N(Cc1ccccc1)Cc1ccco1 (stereo not drawn)	4%	-10%	16%	-21	-2%	-11%	6%
CCOC(=O)c1[nH]c2ccc(OC)cc2c1NC(=O)CCN1CCSCC1	-2%	-15%	20%	-22	-1%	-20%	1%
COc1ccccc1C1=NCc2nnc(CSC)n2-c2ccc(Cl)cc21	nt	nt	-3%	-5	-1%	2%	nt
CC(C)NC(=O)NC(=O)COC(=O)c1ccc(NC(=O)CC#N)cc1	-6%	nt	-16%	63	-7%	10%	0%
O=C(CCSCc1ccccc1F)N1CCN(c2ccccn2)CC1	6%	24%	2%	74	4%	-3%	-10%

12 structures from above, ordered by number of heavy atoms, falling:
SMILES	AmpC detergent	AmpC inh no detg	HCV inh	HCMV antiviral	TbPYK inhibitor	AMA1-RON2 inh	LmPK inh
C[C@H](CO)N1C[C@H](C)[C@@H](CN(C)C(=O)Nc2ccc(C(F)(F)F)cc2)Oc2c(NS(=O)(=O)c3ccccc3)cccc2C1=O	nt	194%[activator]	10%	-6	-1%	-6%	nt
CCCCn1c(N)c(N(CCOC)C(=O)C2CCN(C(=O)c3ccc(Cl)cc3)CC2)c(=O)[nH]c1=O	0%	-8%	8%	11	-2%	5%	nt
Cn1c(=O)c2cc(S(=O)(=O)N3CCN(c4cccc(C(F)(F)F)c4)CC3)ccc2n(C)c1=O	?	-16%	19%	12	-3%	0%	5%
CC(C)(C)n1nnnc1C(c1cccnc1)N(Cc1ccccc1)Cc1ccco1 (stereo not drawn)	4%	-10%	16%	-21	-2%	-11%	6%
Cc1nc2cc(-c3cccc(F)c3)nn2c(C)c1CCC(=O)NC1CCCCC1	1%	nt	nt	-39	1%	nt	nt
CCOC(=O)c1[nH]c2ccc(OC)cc2c1NC(=O)CCN1CCSCC1	-2%	-15%	20%	-22	-1%	-20%	1%
CCOC(=O)C[C@H]1c2cc(F)ccc2S(=O)(=O)N1c1cccc(OC)c1	nt	nt	?	24	-1%	8%	nt
O=C(NC1CCN(S(=O)(=O)c2ccccc2)CC1)c1ccc(F)cc1	-4%	4%	7%	-14	8%	-4%	-2%
O=C(CSc1nnc(COc2ccc(Br)cc2)o1)N1CCOCC1	-2%	44%	19%	-21	-3%	-1%	11%
Cc1ccc(NC(=O)CCn2cnc3ccccc3c2=O)cc1	?	-3%	-11%	-14	5%	-17%	-2%
COc1ncnc(OC)c1NC(=O)c1ccc(F)cc1	-11%	-16%	10%	7	3%	-14%	0%
CSc1ccc(/C=N/NC(=O)c2cccs2)cc1	-6%	-40%	0%	55	-15%	26%	-10%

2 of the compounds above, with each value named:
CCOc1nc(C)cc(C)c1S(=O)(=O)c1cccc(Cl)c1
  AmpC detergent: 9%	AmpC inh no detg: 1%	HCV inh: -20%	HCMV antiviral: 5	TbPYK inhibitor: -5%	AMA1-RON2 inh: 30%[activator]	LmPK inh: 7%

CN(CC(=O)Nc1ccc(Cl)c(C(F)(F)F)c1)C(=O)Cc1n[nH]c(=O)c2ccccc12
  AmpC detergent: -16%	AmpC inh no detg: 61%[activator]	HCV inh: ?	HCMV antiviral: -73*	TbPYK inhibitor: -4%	AMA1-RON2 inh: -1%	LmPK inh: nt
